Assay outcomes as filed in PubChem.
PLK1 PBD inh: blocks phosphopeptide binding to human PLK1 polo-box domain; P53350; Plk1 PBD binding of FITC phosphopeptide, fluorescence polarization; actives 2.8% (n = 360,000); Potency, µM, without a hit: max response, negative = inhibition, hits mostly inhibitors; AID 720504; further: potency means the concentration at half of the fitted maximal effect; series mostly up to about 57 µM; on the % scale 0 is the no-effect control and ±100 the full control effect; nearly all actives have a fitted effect of over 65% in size
Target sequence (P53350 whole entry, looked up, the tested form may be a part): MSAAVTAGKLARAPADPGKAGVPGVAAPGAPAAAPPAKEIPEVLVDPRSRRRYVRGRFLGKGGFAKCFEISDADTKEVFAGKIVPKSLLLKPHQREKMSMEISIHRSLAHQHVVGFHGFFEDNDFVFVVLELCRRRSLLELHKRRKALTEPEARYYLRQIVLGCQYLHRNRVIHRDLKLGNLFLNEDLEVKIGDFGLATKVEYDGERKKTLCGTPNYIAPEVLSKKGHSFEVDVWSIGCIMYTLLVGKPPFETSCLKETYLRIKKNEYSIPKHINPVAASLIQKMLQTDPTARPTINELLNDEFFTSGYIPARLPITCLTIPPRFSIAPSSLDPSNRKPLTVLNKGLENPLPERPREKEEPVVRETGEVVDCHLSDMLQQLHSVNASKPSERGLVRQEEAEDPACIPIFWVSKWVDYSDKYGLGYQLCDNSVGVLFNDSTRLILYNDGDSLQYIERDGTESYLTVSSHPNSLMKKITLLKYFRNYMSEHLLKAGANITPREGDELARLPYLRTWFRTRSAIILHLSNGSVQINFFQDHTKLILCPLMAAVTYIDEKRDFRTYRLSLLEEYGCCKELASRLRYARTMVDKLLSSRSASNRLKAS
D3 ag: D3 dopamine receptor (human) agonism. AID 652048. max activation, %. D3R DiscoveRx beta-arrestin cells, luminescence, 90 min. P35462. actives 0.58% (n = 410,000); in the data active means max activation above about 30%; further: 0% is about no effect; mostly tested at two doses, the higher about 12 µM
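Agonist-mode cell screen: cells plated at 1500/well and incubated overnight at 37 °C, then exposed to library compounds for 90 min at 37 °C. Detection reagent was added for 30–60 min at room temperature, and luminescence was read.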
PI5P4Ka inh: blocks human PI5P4K alpha kinase activity | P48426 | PI5P4Kalpha enzyme, ADP-Glo luminescence, 60 min; active compounds read low | max response, % | actives 1.2% (n = 330,000) | AID 652105; active means max response of -50% or lower; inconclusive means between -30% and -50%; inactive means -30% or higher; further: value at the top dose of about 77 µM; on the % scale 0 is the no-effect control and ±100 the full control effect
Target sequence (P48426 whole entry, looked up): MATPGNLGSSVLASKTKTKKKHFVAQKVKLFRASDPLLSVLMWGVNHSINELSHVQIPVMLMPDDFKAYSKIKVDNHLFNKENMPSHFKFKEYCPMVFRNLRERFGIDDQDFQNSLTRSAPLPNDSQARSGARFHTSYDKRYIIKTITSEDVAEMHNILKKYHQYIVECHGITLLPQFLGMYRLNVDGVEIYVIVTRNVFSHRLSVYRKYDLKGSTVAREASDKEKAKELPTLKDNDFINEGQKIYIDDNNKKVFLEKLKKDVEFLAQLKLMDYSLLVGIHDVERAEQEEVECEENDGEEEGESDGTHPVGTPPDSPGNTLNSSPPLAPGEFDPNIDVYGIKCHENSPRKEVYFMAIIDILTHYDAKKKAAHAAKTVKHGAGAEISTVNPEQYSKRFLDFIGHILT
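Enzyme plus substrate dispensed, test compounds pinned in, then ATP (5 microM final) added. After 60 min at RT, ADP-Glo reagent 1 for 45 min and reagent 2 for 30 min preceded luminescence imaging.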
GLP-1R agonist: GLP-1 receptor (human) agonism; P43220; HEK293 GLP-1R CRE-luciferase, luminescence, 4-6 h; cells express a hypersensitive GLP-1R form; Potency, µM (top dose mostly 45.6 µM), for inactives: top-dose activation, actives largely listed as activators; actives 0.007% (n = 380,000); AID 624172; further: potency means the concentration at half of the fitted maximal effect; % of control where 0% means no effect
D3 antag: D3 dopamine receptor (human) antagonism; P35462; D3R cells, DiscoveRx beta-arrestin luminescence, antagonist mode; active compounds read low; max response, negative = inhibition, %; actives 2.5% (n = 360,000); in the data active means max response below about -50%; inconclusive means no clear call, values can overlap the other calls; further: on the % scale 0 is the no-effect control and ±100 the full control effect; mostly tested at two doses, the higher about 12 µM
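Cells plated overnight at 1500 cells/well, then exposed to library compounds with dopamine controls for 90 minutes at 37 degrees C. DiscoveRx reagent added for 30–60 minutes at room temperature; luminescence read, quantitative HTS format.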
GLP1R cytotox: cytotoxicity counter-screen for GLP-1 receptor inverse agonists | Potency, µM (top dose mostly 38.3 µM), for inactives: top-dose activity change, negative = inhibition, hits mostly inhibitors | actives 0.13% (n = 410,000) | HEK293 cAMP-luciferase reporter cells, luminescence, 24 h;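 further: loss of luciferase light is scored as toxicity; potency means the concentration at half of the fitted maximal effect; on the % scale 0 is the no-effect control and ±100 the full control effect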
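Luminescence readout: signal drop marks cytotoxicity. Plated cells grew 12 h at 37 °C, 5% CO2, received 23 nL compound for 24 h, then got luciferase reagent, read after 12 min at RT.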
GLP1R inv ag: GLP-1 receptor (human) inverse agonism; HEK293 GLP-1R CRE-luciferase, luminescence, 24 h; GLP-1R form is constitutively active; Potency, µM (series often up to 38.3 µM), without a hit: at the highest dose activity change, negative = inhibition, usual class: inhibitors; AID 624417; actives 1.6% (n = 410,000); further: potency means the concentration at half of the fitted maximal effect; on the % scale 0 is the no-effect control and ±100 the full control effect; nearly all actives have a fitted effect of over 55% in size
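qHTS in 1536-well format: reporter HEK293 cells expressing constitutive GLP-1R activity in DMEM + 10% Nu serum, 24 hr with compounds at 37 deg C, luminescence read after 12 min with detection reagent.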
WRN inhibitor: WRN helicase (human) inhibition | Q14191 | WRN helicase unwinding, fluorescent forked duplex, kinetic | Potency, µM (top dose mostly 114 µM), without a hit: top-dose activity change, negative = inhibition, actives largely listed as inhibitors | actives 0.46% (n = 360,000); further: potency means the concentration at half of the fitted maximal effect; on the % scale 0 is the no-effect control and ±100 the full control effect; nearly all actives have a fitted effect of over 55% in size
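WRN at 20 nM final preincubated with compound 15 min at room temperature; reaction started with 100 nM fluorophore/quencher forked duplex oligonucleotide and 2 mM ATP final. Unwinding followed kinetically by red fluorescence (ex 525, em 598 nm).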
IL2 activator: IL-2 activation; IL-2 activation reporter assay, cell-based qHTS; stimulated with anti-CD3/CD4/CD28 beads; in transgenic mouse T cells; AID 652025; actives 0.065% (n = 360,000); activation, % (series mostly up to about 46 µM); in the data active means activation above about 50%; inconclusive means mostly about 30% to 49%; further: 0% is about no effect
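Readout: EGFP and DsRed signals by fluorescent plate cytometry. Unstimulated transgenic mouse T cells received compound 60 min before antibody-bead stimulation, then incubated 18 h at 37 degrees C.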
Starred values were filed as active, the others as inactive; [ ] = dose if it differs, or a comment. Unless noted, the call rests on the fitted dose curve; in most records, active means well fitted curve in the direction sought with a large enough effect; inconclusive means small, poorly fitted or top-dose-only effect, or another doubt; inactive means no such curve, though single readings can be large; an effect the other way counts as inactive or inconclusive.

Sample of the layout:
Screening Cc1cccc2nc(CSCc3ccco3)cn12 returned PLK1 PBD inh inconclusive, D3 ag -10, PI5P4Ka inh -11, GLP-1R agonist 1%, D3 antag -24, GLP1R cytotox -11%, GLP1R inv ag inconclusive, WRN inhibitor -21%[57.1 µM] and IL2 activator 0.2.
Screening O=C(C1CCCN(S(=O)(=O)c2cnc[nH]2)C1)N(CCc1ccccc1)Cc1ccccc1 (stereo not given) returned PLK1 PBD inh -2%, D3 ag 2, PI5P4Ka inh 0, GLP-1R agonist 11%, D3 antag -5, GLP1R cytotox 4%, GLP1R inv ag -8%, WRN inhibitor 0% and IL2 activator -2.3.

Main list, from the start:
Screening Cc1cccc2nc(CSCc3ccco3)cn12 returned PLK1 PBD inh inconclusive, D3 ag -10, PI5P4Ka inh -11, GLP-1R agonist 1%, D3 antag -24, GLP1R cytotox -11%, GLP1R inv ag inconclusive, WRN inhibitor -21%[57.1 µM] and IL2 activator 0.2.
Screening O=C(C1CCCN(S(=O)(=O)c2cnc[nH]2)C1)N(CCc1ccccc1)Cc1ccccc1 (stereo not given) returned PLK1 PBD inh -2%, D3 ag 2, PI5P4Ka inh 0, GLP-1R agonist 11%, D3 antag -5, GLP1R cytotox 4%, GLP1R inv ag -8%, WRN inhibitor 0% and IL2 activator -2.3.
For COc1ccc(CCC(=O)NNC(=O)c2cc(Cl)ccc2OC)cc1 the results were PLK1 PBD inh 2%, D3 ag 2, PI5P4Ka inh -5, GLP-1R agonist 11%, D3 antag 5, GLP1R cytotox 2%, GLP1R inv ag -2%, WRN inhibitor 2% and IL2 activator 0.2.
`CCOc1ccccc1/C=N/Nc1ccnc(=O)[nH]1` gave PLK1 PBD inh -3%, D3 ag 4, PI5P4Ka inh 8, GLP-1R agonist 16%, D3 antag -22, GLP1R cytotox inconclusive, GLP1R inv ag -19%, WRN inhibitor 3% and IL2 activator -0.5.
Screening CCc1c(C)nn(C(=O)/C(C#N)=C\N(C)C)c1C returned PLK1 PBD inh 5%, D3 ag 0, PI5P4Ka inh -2, GLP-1R agonist 3%, D3 antag 1, GLP1R cytotox -6%, GLP1R inv ag 2%, WRN inhibitor 2% and IL2 activator 0.7.
`Cn1c(=O)c2c(SCC(=O)NCC3CCCO3)nc(CC(C)(C)C)nc2n(C)c1=O` (stereo not given) gave PLK1 PBD inh 3%, D3 ag 1, PI5P4Ka inh 2, GLP-1R agonist 18%, D3 antag 0, GLP1R cytotox 6%, GLP1R inv ag 10%, WRN inhibitor 10% and IL2 activator 0.1.
Screening CC(C)(C)c1ccc(NC(=O)COC(=O)CCN2C(=O)c3cccc([N+](=O)[O-])c3C2=O)cc1 returned PLK1 PBD inh -11%, D3 ag -17, PI5P4Ka inh 12, GLP-1R agonist 4%, D3 antag -22, GLP1R cytotox 5%, GLP1R inv ag 2%, WRN inhibitor -10% and IL2 activator 1.3.
For CCN(CC)S(=O)(=O)c1ccc(N2CCCC2)c(C(=O)Nc2ccc(OC)c(Cl)c2)c1 the results were PLK1 PBD inh -10%, D3 ag -11, PI5P4Ka inh -2, GLP-1R agonist -1%, D3 antag inconclusive, GLP1R cytotox 4%, GLP1R inv ag 17%, WRN inhibitor -3% and IL2 activator -3.5.
For O=C(NCc1ccco1)C(c1ccco1)N(Cc1cccs1)C(=O)Cn1nnc2ccccc21 (stereo not given) the results were PLK1 PBD inh -9%, D3 ag 3, PI5P4Ka inh 0, GLP-1R agonist -4%, D3 antag -7, GLP1R cytotox -1%, GLP1R inv ag -27%, WRN inhibitor 4%[57.1 µM] and IL2 activator -2.9.
For COc1cccc(CCc2nnc(CCC(=O)N3CCN(Cc4ccccn4)CC3)o2)c1 the results were PLK1 PBD inh 5%, D3 ag 1, PI5P4Ka inh 0, GLP-1R agonist 0%, D3 antag 7, GLP1R cytotox -5%, GLP1R inv ag -11%, WRN inhibitor 4% and IL2 activator 0.5.
`Cc1ccc(-c2nc3ncccc3o2)cc1NC(=O)c1ccc([N+](=O)[O-])o1` gave PLK1 PBD inh -18%, D3 ag 0, PI5P4Ka inh 1, GLP-1R agonist 7%, D3 antag -16, GLP1R cytotox -4%, GLP1R inv ag 64%[activator], WRN inhibitor 4% and IL2 activator 0.4.
O=C(/C=C/c1ccccn1)c1cc(Br)ccc1O was read as PLK1 PBD inh 11µM*, D3 ag -5, PI5P4Ka inh 10, GLP-1R agonist 9%, D3 antag -13, GLP1R cytotox 0%, GLP1R inv ag inconclusive, WRN inhibitor -11% and IL2 activator -3.6.
`O=C(Nc1cccc(NC(=O)c2nccc3ccccc23)c1)c1ccco1` gave PLK1 PBD inh -5%, D3 ag 11, GLP-1R agonist 2%, D3 antag 36, GLP1R cytotox -35%, GLP1R inv ag -14%, WRN inhibitor -13% and IL2 activator -0.7.
Screening O=C(CSc1ccc2c(c1)OCCO2)N1CCN(c2ccccc2O)CC1 returned PLK1 PBD inh -4%, D3 ag 3, PI5P4Ka inh -13, GLP-1R agonist -3%, D3 antag -5, GLP1R cytotox -1%, GLP1R inv ag inconclusive, WRN inhibitor 6% and IL2 activator -3.3.
`COCC1CCCCN1C(=O)c1cc(COc2ccc3ncccc3c2)on1` (stereo not given) gave PLK1 PBD inh -3%, D3 ag 15, PI5P4Ka inh -10, GLP-1R agonist 3%, D3 antag 11, GLP1R cytotox -4%, GLP1R inv ag 8%, WRN inhibitor 6% and IL2 activator 0.7.
Cc1ccc(-c2ccc(/C=N\NC(=O)C3C(=O)NCC3c3ccccc3)o2)cc1Cl (stereo not given) was read as PLK1 PBD inh -5%, D3 ag 10, PI5P4Ka inh -10, GLP-1R agonist 4%, D3 antag 26, GLP1R cytotox -29%, GLP1R inv ag inconclusive, WRN inhibitor 3% and IL2 activator -2.4.
`COc1ccc(N(CCC(=O)NCCc2ccccc2)S(=O)(=O)c2ccc(C)cc2C)cc1` gave PLK1 PBD inh -12%, D3 ag -5, PI5P4Ka inh 0, GLP-1R agonist -1%, D3 antag 2, GLP1R cytotox 7%, GLP1R inv ag inconclusive, WRN inhibitor -7% and IL2 activator -0.6.
Screening Cc1ccccc1CNCc1ccc2c(c1)OCO2 returned PLK1 PBD inh -6%, D3 ag -15, PI5P4Ka inh -1, GLP-1R agonist 2%, D3 antag -15, GLP1R cytotox 3%, GLP1R inv ag -16%, WRN inhibitor 2% and IL2 activator 1.0.
For CNC(=O)c1cnc(-c2ccccc2)nc1-c1ccccc1 the results were PLK1 PBD inh 3%, D3 ag -1, PI5P4Ka inh 1, GLP-1R agonist 4%, D3 antag 9, GLP1R cytotox 0%, GLP1R inv ag 9%, WRN inhibitor 5% and IL2 activator -1.3.
For CCOC(=O)N1CCC(NC(=O)c2ccc(CS(=O)c3ccc(Cl)cc3)o2)CC1 (stereo not given) the results were PLK1 PBD inh -19%, D3 ag -3, PI5P4Ka inh -9, GLP-1R agonist -4%, D3 antag -15, GLP1R cytotox -2%, GLP1R inv ag 5%, WRN inhibitor -1% and IL2 activator -2.1.
`O=C(CN(C(=O)CCC(=O)Nc1nccs1)c1ccc2c(c1)OCCO2)NCc1ccco1` gave PLK1 PBD inh -5%, D3 ag 1, PI5P4Ka inh 0, GLP-1R agonist -12%, D3 antag -21, GLP1R cytotox 13%, GLP1R inv ag 29%, WRN inhibitor -4% and IL2 activator -0.6.
For CCOC(=O)C1=C(CSc2n[nH]c(N)n2)NC(=O)NC1C (stereo not given) the results were PLK1 PBD inh -1%, D3 ag 21, GLP-1R agonist -4%, D3 antag 9, GLP1R cytotox 8%, GLP1R inv ag 4%, WRN inhibitor -3% and IL2 activator 1.7.
`CC(C)(C)NC(=O)C[C@H]1C[C@H](C(=O)N2CCOCC2)[C@@]2(CCC3CCCC3)c3[nH]c4cc(-c5ccco5)ccc4c3CCN2C1=O` gave PLK1 PBD inh -3%, D3 ag -16, PI5P4Ka inh -21, GLP-1R agonist 1%, D3 antag -28, GLP1R cytotox -26%, GLP1R inv ag inconclusive, WRN inhibitor 3% and IL2 activator -0.5.
`Cc1ccc(S(=O)(=O)Nc2ccccc2C(=O)N2CCCCC2C)c(C)c1NS(C)(=O)=O` (stereo not given) gave PLK1 PBD inh 0%, D3 ag -1, PI5P4Ka inh -1, GLP-1R agonist 3%, D3 antag -2, GLP1R cytotox -1%, GLP1R inv ag -26%, WRN inhibitor -6% and IL2 activator 0.0.
`CC(C)(C)OC(=O)C[C@H]1C/C=C\C[C@@H](CC(=O)N(CCO)Cc2ccccc2)C(=O)N[C@@H](c2ccccc2)COC1=O` gave PLK1 PBD inh -8%, D3 ag -6, PI5P4Ka inh 1, GLP-1R agonist -4%, D3 antag -25, GLP1R cytotox 5%, GLP1R inv ag 4%, WRN inhibitor -4% and IL2 activator 1.1.
For COC(=O)C1CCN(C2CN(Cc3ccc(F)cc3)S(=O)(=O)C2)CC1 (stereo not given) the results were PLK1 PBD inh -2%, D3 ag 7, PI5P4Ka inh -2, GLP-1R agonist -7%, D3 antag 23, GLP1R cytotox 2%, GLP1R inv ag 6%, WRN inhibitor 5% and IL2 activator -0.4.
For Cc1ccc(N=C2NC(=O)/C(=C/c3cccn3C)S2)cc1 the results were PLK1 PBD inh -3%, D3 ag -18, PI5P4Ka inh -26, GLP-1R agonist 19%, D3 antag -24, GLP1R cytotox inconclusive, GLP1R inv ag -27%, WRN inhibitor -4% and IL2 activator -0.6.
For O=C(Nc1ccc2c(c1)OCO2)c1ccccc1 the results were PLK1 PBD inh -4%, D3 ag -7, PI5P4Ka inh -7, GLP-1R agonist 11%, D3 antag 6, GLP1R cytotox 0%, GLP1R inv ag -20%, WRN inhibitor 3% and IL2 activator 0.4.
CC(=O)NCCCC(=O)NNC1CC(=O)N(c2cccc(Cl)c2)C1=O (stereo not given) was read as PLK1 PBD inh -26%, D3 ag 13, PI5P4Ka inh -6, GLP-1R agonist 0%, D3 antag 9, GLP1R cytotox 4%, GLP1R inv ag 6%, WRN inhibitor -10% and IL2 activator -5.8.

Compounds were not picked by outcome. About 7.8% of those tested had a hit in this group.
